SENP8 block-1 = SENP8 protease inhibitors, primary screen, biochemical, luminescence | inhibition, % at 10 µM | Sentrin-specific protease 8 (Homo sapiens), Q96LD8 | AID 2540, 2010 | 330,000 tested, 1.2% active | purified SENP8, Z-RLRGG-aminoluciferin cleavage; in the data active = inhibition above about 50%
Apaf1 inhib = inhibitors of human Apaf-1 apoptosome, primary screen, biochemical, DEVD-Rh110 fluorescence, uHTS; 330,000 tested, 0.71% active; AID 489030, 2010; Apoptotic protease-activating factor 1 (Homo sapiens), O14727; inhibition, % at 20 µM; reconstituted apoptosome caspase-3 activity; active = inhibition of at least 40% at 20 µM;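 also: plate controls were DMSO wells for no effect and DEVD-CHO caspase inhibitor wells for full effect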
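Material: reconstituted apoptosome with Apaf-1, cytochrome c, caspase-9, procaspase-3, dATP; medium: pH 7.5 Hepes buffer with CHAPS, BSA, DTT; also added: cytochrome c and DEVD-Rh110 substrate; timing: 30 min plus 50 min, RT; signal: Rh110 fluorescence intensity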
SENP8 block-2 = human SENP8 protease inhibitors, primary screen, biochemical, fluorescence, Nedd8 protein substrate, uHTS. Sentrin-specific protease 8 (Homo sapiens), Q96LD8. recombinant SENP8. inhibition, % at 20 µM. 360,000 tested, 0.64% active. AID 602440, 2012; in the data active = inhibition mostly above about 40%, no sharp cut-off; inactive = mostly below about 27%
HKDC1 inh = HKDC1 hexokinase inhibitors, primary screen, biochemical, fluorescence, uHTS | inhibition, % at 20 µM | recombinant HKDC1, G6PDH/diaphorase resazurin coupled fluorescence | 340,000 tested, 0.16% active | AID 493160, 2011;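 active = inhibition above about 35% when tested at 20 µM, limit read from the data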;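 also: plate controls were DMSO wells with enzyme for no effect and DMSO wells lacking enzyme for full effect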
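System: Recombinant HKDC1 hexokinase | Amount: HKDC1 at 5 µg/mL | Reagent: Glucose with 1 mM ATP | Doses: Single 20 µM dose | Incubation: Reaction time 90 min, room temperature, protected from light | Signal: Coupled resazurin fluorescence, excitation 525 nm, emission 613 nm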
SENP1 FRET inh = human SENP1 catalytic domain inhibitors, primary screen, biochemical, FRET, uHTS. Sentrin-specific protease 1 (Homo sapiens), Q9P0U3. inhibition, % at 10 µM. AID 624204, 2012. recombinant SENP1 catalytic domain, CyPet-SUMO1-YPet FRET cleavage. 360,000 tested, 0.21% active;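 active = inhibition at least 30% at 10 µM, raw YFP signal under a set limit, fluorescence ratio 0.5 to 1.5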;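 also: 0% = enzyme with DMSO and 100% = no enzyme wells; some results filed as inactive read as strong as hits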
Target sequence (Q9P0U3 419-644 limits assumed): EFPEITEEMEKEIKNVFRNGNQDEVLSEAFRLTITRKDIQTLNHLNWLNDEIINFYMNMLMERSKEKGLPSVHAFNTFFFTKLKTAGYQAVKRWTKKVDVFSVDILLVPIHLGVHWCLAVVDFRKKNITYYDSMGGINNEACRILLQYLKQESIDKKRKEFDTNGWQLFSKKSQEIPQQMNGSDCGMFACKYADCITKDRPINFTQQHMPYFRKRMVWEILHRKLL
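Compound: 10 µM single point, 0.5% DMSO; Test system: hSENP1 catalytic domain, recombinant; Timing: 50 min reaction at room temperature; Technique: FRET, CFP and YFP emission; Control set: no-enzyme wells low, DMSO-plus-enzyme wells high control.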
NLRP3 yeast inh = NALP3 inflammasome inhibitors in reconstituted yeast, primary screen, luminescence, uHTS; Yeast reconstituted NLRP3/ASC/caspase-1, beta-gal luminescence, 24 h; inhibition, % at 10 µM; 330,000 tested, 0.39% active; AID 2825, 2010;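 active = inhibition of 50% or more; inactive = inhibition below 50%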;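 also: plate controls were induced DMSO wells for no effect and uninduced yeast grown without galactose for full effect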
PfG6PD inh = PfG6PD enzyme inhibitors, primary screen, biochemical, fluorescence intensity, uHTS | glucose-6-phosphate dehydrogenase-6-phosphogluconolactonase (Plasmodium falciparum 3D7) | PfGluPho enzyme, NADPH resazurin-diaphorase fluorescence | inhibition, % at 20 µM | 350,000 tested, 0.78% active | AID 504690, 2011;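 active = inhibition reaching at least a set limit at 20 µM in the primary screen, cut at about 59% in these data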;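 also: 0% = DMSO wells with substrate and 100% = DMSO wells lacking glucose-6-phosphate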
SENP7 block = SENP7 protease inhibitors, primary screen, biochemical, luminescence, uHTS | Sentrin-specific protease 7 (Homo sapiens), Q9BQF6 | 330,000 tested, 1.5% active | inhibition, % at 5 µM | recombinant SENP7, Z-RLRGG-aminoluciferin luminescence, 40 min;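 active = inhibition above about 50% at the single test dose, limit read from the data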;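 also: plate controls were DMSO with enzyme for no effect and no enzyme buffer wells for full effect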
Target sequence (Q9BQF6 706-1050 limits assumed): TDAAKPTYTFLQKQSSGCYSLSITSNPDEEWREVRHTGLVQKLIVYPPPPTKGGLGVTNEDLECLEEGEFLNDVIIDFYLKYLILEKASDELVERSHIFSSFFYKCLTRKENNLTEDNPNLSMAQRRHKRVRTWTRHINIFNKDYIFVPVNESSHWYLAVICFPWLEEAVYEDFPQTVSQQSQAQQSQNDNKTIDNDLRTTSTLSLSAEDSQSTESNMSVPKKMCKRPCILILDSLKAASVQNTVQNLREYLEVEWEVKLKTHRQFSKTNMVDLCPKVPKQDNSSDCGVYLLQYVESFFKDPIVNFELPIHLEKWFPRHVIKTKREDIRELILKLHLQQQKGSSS
SENP6 block = SENP6 protease inhibitors, primary screen, biochemical, luminescence, uHTS. Recombinant SENP6 catalytic domain, aminoluciferin luminescence. inhibition, % at 10 µM. 330,000 tested, 1.8% active. AID 2599, 2010;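 active = inhibition above about 50% at the single tested dose, limit read from the data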;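 also: plate controls were DMSO wells with enzyme for no effect and DMSO wells lacking enzyme for full effect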
Target sequence (Q9GZR1 628-1112 limits assumed): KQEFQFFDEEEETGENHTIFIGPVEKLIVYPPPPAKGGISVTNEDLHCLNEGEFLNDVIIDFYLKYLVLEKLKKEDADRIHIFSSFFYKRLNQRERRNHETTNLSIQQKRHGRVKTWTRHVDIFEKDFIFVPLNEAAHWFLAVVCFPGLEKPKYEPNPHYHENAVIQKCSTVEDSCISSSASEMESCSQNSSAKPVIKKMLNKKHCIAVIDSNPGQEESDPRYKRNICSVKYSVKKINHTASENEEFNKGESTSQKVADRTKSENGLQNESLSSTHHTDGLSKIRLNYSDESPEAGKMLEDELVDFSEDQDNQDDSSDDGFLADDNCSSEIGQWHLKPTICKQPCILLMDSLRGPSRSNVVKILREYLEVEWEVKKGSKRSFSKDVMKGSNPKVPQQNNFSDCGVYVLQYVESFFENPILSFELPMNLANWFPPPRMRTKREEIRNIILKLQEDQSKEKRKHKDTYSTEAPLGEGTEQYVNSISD
Numbers without * were called inactive; nt = no result given.

Order of values: SENP8 block-1	Apaf1 inhib	SENP8 block-2	HKDC1 inh	SENP1 FRET inh	NLRP3 yeast inh	PfG6PD inh	SENP7 block	SENP6 block
CCc1ccc(N(C2C=CS(=O)(=O)C2)S(=O)(=O)c2ccc(C)cc2)cc1 (stereo not drawn)
 : 0.4	-16.9	7.5	-7.6	3.7	5.3	-0.4	-6.8	23.2
Cc1cccc(C)c1Nc1c(-c2ccsc2)nc2ncccn12
 : 2.7	2.5	5.1	-8.8	43.7	11.5	7.3	-1.0	-16.6
C=CCn1cc(C(C)=O)c(=O)[nH]c1=O
 : -8.2	9.4	-22.8	2.0	2.7	-2.4	-17.4	-7.1	-5.7
O=C(O)c1ccccc1-c1nc2ccccc2[nH]1
 : 14.1	-8.4	-24.9	-9.4	2.2	14.3	1.7	8.8	15.2
O=C(NCCSc1ccc(Cl)cc1)c1ccc(CN2CCOCC2)cc1
 : 6.0	-4.9	-27.9	-7.2	2.1	18.1	-14.6	-3.3	4.6
CCS(=O)(=O)NC(C)C(c1cccs1)N1CCN(c2ccc(OC)cc2)CC1 (stereo not drawn)
 : 7.3	5.4	1.0	-0.8	1.6	18.3	-2.5	-2.7	-10.1
O=C(O)CCC(=O)NNC(=O)COc1ccc(Cl)cc1Cl
 : 4.2	-9.3	13.2	0.1	0.3	9.4	-16.5	-3.6	-11.7
O=C(OCc1nnc(-c2ccccc2)o1)c1ccc(Cl)cc1
 : nt	nt	5.1	-5.0	5.0	nt	-0.8	nt	nt
CC1CN(C(=O)c2cc3cc(Cl)ccc3[nH]2)CC(C)O1 (stereo not drawn)
 : -6.0	11.3	-0.4	4.0	3.2	15.5	32.1	-5.6	-30.1
CC(=O)C1=C(O)C(=O)N(CCN(C)C)C1c1ccc(Cl)cc1 (stereo not drawn)
 : nt	nt	18.7	13.5	3.2	nt	7.1	nt	nt

(further entries)
Order of values: SENP8 block-1	Apaf1 inhib	SENP8 block-2	HKDC1 inh	SENP1 FRET inh	NLRP3 yeast inh	PfG6PD inh	SENP7 block	SENP6 block
CCN(CC(=O)Nc1ccc2c(c1)OCCO2)C(=O)c1ccc(Cl)cc1Cl
 : -17.2	20.8	12.9	-4.3	0.1	15.4	-3.1	-7.7	-6.3
O=c1cc(-c2ccc([N+](=O)[O-])cc2)nc2cc(-c3ccc(F)cc3)[nH]n12
 : -0.6	7.8	12.9	1.4	5.4	7.3	-1.9	-4.3	-3.0
O=C(N/N=C/c1ccc(O)cc1)c1cc(C23CC4CC(CC(C4)C2)C3)[nH]n1
 : 2.7	14.6	-3.9	0.4	0.9	6.1	7.9	-2.3	4.0
Cc1ccc(SCC(=O)N2CC(C)OC(C)C2)cc1 (stereo not drawn)
 : -6.5	11.5	26.5	-2.4	-0.1	13.7	-9.3	-7.6	-13.1
C/C(=N\NC(=O)c1cccs1)c1ccncc1
 : 1.9	18.9	13.2	-5.2	2.5	5.7	8.6	-1.2	7.3
Cc1cc2c(cc1S(=O)(=O)NCc1ccccc1)n(C)c(=O)c(=O)n2C
 : -3.9	5.4	-124.1	-3.1	-1.1	21.1	10.9	3.4	-0.1
Cc1cc(NC(=O)c2cc(-c3ccccn3)nc3ccccc23)no1
 : -0.8	-6.9	-3.1	13.4	0.7	17.3	-3.3	1.6	-4.8
Cn1c(=NC(=O)CCS(=O)(=O)c2ccccc2)sc2cc(F)ccc21
 : 15.0	0.0	-42.9	-7.1	-25.2	11.3	7.6	-4.7	9.5
CC1(C)CC(=O)C(/C=N/c2ncccc2C(=O)O)=C(O)C1
 : -2.1	12.4	-4.2	1.1	1.2	11.3	0.8	-2.4	-12.5
Cc1ccc(CN2C(=O)CSC2c2ccc(F)cc2)cc1 (stereo not drawn)
 : -0.1	9.6	14.9	-1.2	0.9	-8.3	-0.6	1.2	-8.6

Given as labelled records: 2 of the compounds above
C/C(=N\NC(=O)c1cccs1)c1ccncc1
  SENP8 block-1 = 1.9
  Apaf1 inhib = 18.9
  SENP8 block-2 = 13.2
  HKDC1 inh = -5.2
  SENP1 FRET inh = 2.5
  NLRP3 yeast inh = 5.7
  PfG6PD inh = 8.6
  SENP7 block = -1.2
  SENP6 block = 7.3

Cc1cc2c(cc1S(=O)(=O)NCc1ccccc1)n(C)c(=O)c(=O)n2C
  SENP8 block-1 = -3.9
  Apaf1 inhib = 5.4
  SENP8 block-2 = -124.1
  HKDC1 inh = -3.1
  SENP1 FRET inh = -1.1
  NLRP3 yeast inh = 21.1
  PfG6PD inh = 10.9
  SENP7 block = 3.4
  SENP6 block = -0.1

More compounds follow:
Order of values: SENP8 block-1	Apaf1 inhib	SENP8 block-2	HKDC1 inh	SENP1 FRET inh	NLRP3 yeast inh	PfG6PD inh	SENP7 block	SENP6 block
CC(C)CN(C(=O)c1ccc(N2CCCC2=O)cc1)C1CCS(=O)(=O)C1 (stereo not drawn)
 : -2.9	4.6	7.3	-2.1	-1.4	4.4	5.2	-6.7	-10.6
O=C(Cc1c(F)cccc1Cl)Nc1ccccc1C(=O)N1CCCCC1
 : 7.6	-4.0	18.5	-3.3	-0.7	2.3	-3.8	-1.6	0.6
CCc1ccc2[nH]c(=O)c(C(c3nnnn3Cc3ccco3)N3CCC(C)CC3)cc2c1 (stereo not drawn)
 : -1.9	28.1	-39.2	-0.4	-19.4	5.9	17.4	-10.6	-3.7
O=C(NCC1CCCN1S(=O)(=O)c1cccs1)c1ccc(Cl)cc1 (stereo not drawn)
 : -4.2	7.4	6.9	1.2	-4.2	16.9	0.3	6.3	-2.9
Cc1cc(CNC(=O)c2ccc3nc(Cc4ccccc4F)oc3c2)nn1C
 : -4.0	8.4	3.3	0.6	-0.2	19.1	-16.2	-8.9	4.3
C=CCNc1oc(-c2cccc(F)c2)nc1C#N
 : -17.8	4.2	5.0	-1.3	-0.3	-18.2	-20.2	-10.3	-39.8
O=C(CSC1=NS(=O)(=O)c2ccccc2N1)NCCc1ccccc1
 : 8.3	0.5	2.9	-0.3	1.1	4.6	-7.1	1.4	3.9
O=C(c1c(F)cccc1F)N1CCCC1
 : -3.3	-6.7	13.0	-10.3	-0.5	-3.5	15.3	7.0	-28.0
Cc1cccc(OCC(=O)Nc2ccc(N3CCN(C(=O)c4ccccc4)CC3)cc2)c1
 : -7.2	6.5	18.1	-7.2	3.3	15.4	-5.4	-5.7	-1.1
Nc1ccc2c(c1)Nc1ccccc1CC2
 : -10.3	2.0	2.7	-0.8	4.2	22.5	19.8	5.9	1.9

(continued)
Order of values: SENP8 block-1	Apaf1 inhib	SENP8 block-2	HKDC1 inh	SENP1 FRET inh	NLRP3 yeast inh	PfG6PD inh	SENP7 block	SENP6 block
CCN(CC)S(=O)(=O)c1cc(C(=O)c2nccn2C)ccc1Cl
 : 2.1	-3.0	-10.3	-2.5	0.3	9.7	-16.7	6.6	-14.0
CCC(C)Nc1nc2c(c(=O)n(C)c(=O)n2C)n1Cc1cccc(C)c1 (stereo not drawn)
 : -5.8	14.6	27.4	5.6	-1.1	8.6	0.3	1.2	-15.5
CCOC(=O)C1C(=O)NC(c2ccccc2)=NC1c1ccc(Br)cc1 (stereo not drawn)
 : 0.7	13.1	8.8	16.7	4.5	4.8	8.5	-8.4	-3.7
CCc1ccc(Cn2ncc3c(C(=O)O)cc(C)nc32)cc1
 : nt	nt	-21.5	0.9	-1.2	nt	-26.7	nt	nt
Cc1cccnc1CCNC(=O)c1ccc(OC2CCN(Cc3ccccn3)CC2)cc1
 : -3.5	15.0	1.4	3.5	-14.1	16.8	4.7	6.7	-17.9
Cc1cc(F)ccc1NC(=O)CCc1c(C)nn(-c2ccc(N3CCCCC3)nn2)c1C
 : 4.7	-10.1	-16.0	-2.4	0.3	-1.5	7.2	4.2	3.6
COCCNC(=O)Cn1cc2c(n1)CCC(C)C2 (stereo not drawn)
 : -1.6	2.4	14.2	-6.2	1.1	2.7	8.0	-6.0	-3.8
COc1ccc(-c2csc(NC(=O)CC(NC(C)=O)c3ccccc3)n2)cc1OC (stereo not drawn)
 : -1.3	0.7	2.5	-6.2	1.1	8.5	2.3	-3.0	3.0
O=C(NCCc1c[nH]c2ccccc12)/C(=C\c1cccs1)NC(=O)c1ccccc1
 : 6.3	4.3	7.1	13.8	-2.1	9.5	16.4	3.9	1.4
Cc1ccccc1C1=NC(C(F)(F)F)(C(F)(F)F)c2c(n(-c3ccc(F)cc3)c(=O)[nH]c2=O)N1
 : -11.3	7.2	-45.2	-1.9	0.0	-0.6	-0.4	-13.0	-11.7

Continuation.
Order of values: SENP8 block-1	Apaf1 inhib	SENP8 block-2	HKDC1 inh	SENP1 FRET inh	NLRP3 yeast inh	PfG6PD inh	SENP7 block	SENP6 block
CCN(C(=O)CN1C(=O)NC(c2ccccc2)(c2ccc(C)c(C)c2)C1=O)C1CCCCC1 (stereo not drawn)
 : 0.2	22.9	0.8	1.9	0.8	18.1	18.5	5.7	-0.1
CCN(CC)CC(=O)Nc1c2c(nc3ccccc13)N(C)CC2
 : -5.3	0.4	-452.9	-8.0	-23.6	12.2	11.9	2.4	-39.1
CC(C)Cc1nnc(NC(=O)CCS(=O)(=O)c2ccc(Cl)cc2)s1
 : 0.9	11.8	1.9	-5.5	-1.6	11.6	-10.7	-2.7	-4.9
Cc1cccc(OCC(=O)N/N=C\c2cn(C)c3ccccc23)c1
 : -1.2	19.7	9.3	-7.6	0.8	15.3	15.1	8.0	11.4
CCCCN(C(=O)c1ccc2ccccc2c1)c1c(N)n(CCCC)c(=O)[nH]c1=O
 : 8.5	-12.4	-2.2	-1.9	-0.2	8.0	10.1	-3.9	6.2
CO/N=C\CC(=O)Nc1ccc(F)cc1
 : 8.5	-1.3	13.7	4.4	-0.5	11.1	5.7	8.3	10.0
O=S(=O)(c1ccc(-c2csc(=Nc3ccccc3)n2CCCN2CCOCC2)cc1)N1CCOCC1
 : -9.4	20.1	-13.2	0.6	0.0	-14.1	17.1	-7.7	-11.0
Cc1nc2nc(NC(=O)c3ccco3)nn2c(C)c1Cl
 : -4.3	-6.8	4.5	-7.6	-0.8	-3.0	11.4	6.5	-7.1

High-throughput results: PubChem, Sanford-Burnham Center for Chemical Genomics
